Screening data deposited in PubChem by Broad Institute.
LGR2 inh: inhibitors of bursicon-induced Drosophila LGR2 receptor cAMP signaling. hit rate 0.35% among 380,000. HEK293 LGR2, CRE-luciferase, bursicon-stimulated, 4 h. inhibition, % at 9.99 µM;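 active = drop in luminescence signal, shown as inhibition above about 50% in the replicate tests, limit read from the data, passing the limit was not always enough; inconclusive = probably only some replicates passing the limit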;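 note: agonist challenge used bursicon conditioned medium at about half maximal strength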
ARNT-TACC3 inh: disruptors of human ARNT/TACC3 interaction; Q9Y6A5; AlphaScreen His-ARNT PAS-B/GST-TACC3 binding, luminescence; TACC3 fragment carries E629A point mutation; inhibition, % at 9.99 µM; hit rate 0.66% among 390,000;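 active = mean inhibition of replicates at least 50% and at least half of replicates each reaching 50%; inconclusive = half or more replicates reach 50% but mean below 50%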;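 note: 0% = complete ARNT plus TACC3 wells and 100% = ARNT alone without TACC3; many hits fall short of the cut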
CASP6 VEID inh: caspase-6 (human) enzyme inhibition | inhibition, % at 12.5 µM | AID 686996 | P55212 | hit rate 0.53% among 350,000 | purified caspase-6, Z-VEID-R110 cleavage fluorescence;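 active = mean inhibition across replicates at least about 35%, with every replicate also reaching that limit, limit read from the data; inconclusive = only one of the two criteria met; inactive = neither criterion met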;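 note: 0% = median of neutral control wells and 100% = no fluorescence left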
Target sequence (P55212 24-179 limits assumed): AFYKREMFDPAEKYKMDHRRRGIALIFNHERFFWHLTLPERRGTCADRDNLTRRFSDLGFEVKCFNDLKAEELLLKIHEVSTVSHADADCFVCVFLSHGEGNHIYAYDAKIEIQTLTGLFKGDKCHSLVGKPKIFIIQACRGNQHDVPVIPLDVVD
Target sequence (P55212 194-293 limits assumed): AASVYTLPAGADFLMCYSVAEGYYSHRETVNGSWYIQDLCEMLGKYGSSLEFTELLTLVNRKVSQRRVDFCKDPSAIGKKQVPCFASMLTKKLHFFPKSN
SIRT5 block: blocks human SIRT5 desuccinylation of peptide | AID 652115 | inhibition, % at 15 µM | hit rate 1.1% among 330,000 | Purified SirT5, succinyl-peptide AMC, trypsin-coupled fluorescence | Q9NXA8; in the data active = inhibition above about 15%; inconclusive = no clear call, values can overlap the other calls
Target sequence (Q9NXA8 whole entry, looked up): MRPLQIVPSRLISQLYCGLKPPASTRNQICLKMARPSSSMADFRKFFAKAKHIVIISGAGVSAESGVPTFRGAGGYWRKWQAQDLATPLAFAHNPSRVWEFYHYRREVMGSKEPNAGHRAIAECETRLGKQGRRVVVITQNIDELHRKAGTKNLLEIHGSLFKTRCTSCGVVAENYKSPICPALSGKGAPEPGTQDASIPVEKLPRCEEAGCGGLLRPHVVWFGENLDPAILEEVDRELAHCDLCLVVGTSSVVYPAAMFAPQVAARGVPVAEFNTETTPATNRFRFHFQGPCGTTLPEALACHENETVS
DENV2 CPE rescue: DENV2-induced cell death inhibition; DENV2-infected cells, cytopathic effect rescue, plate reader; CPE inhibition, % at 9.99 µM; hit rate 1.7% among 350,000; AID 651640; in the data active = CPE inhibition above about 20%, passing the limit was not always enough; inconclusive = no clear call, values can overlap the other calls; tested in BHK-21 cells;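 note: 0% = median of neutral control wells and 100% = median of positive control wells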
EWS-Fli inh: EWS/Fli transcriptional activity inhibition. A673 NR0B1-luciferase reporter, viability-normalised. inhibition, % at 12.6 µM. hit rate 0.67% among 350,000. AID 651661;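 active = mean inhibition of at least 50% after viability correction, with every replicate also passing that limit; inconclusive = mean reaches 50% but only one of two replicates passes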;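 note: firefly luciferase signal divided by Alamar Blue viability fluorescence both relative to DMSO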
PAX8 inh HTS: inhibitors of PAX8 transcriptional activity in RMG-I cells; RMG-I TPO-luciferase reporter, SteadyGlo, 24 h; AID 652154; inhibition, % at 12.6 µM; hit rate 1.2% among 360,000;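 active = mean replicate inhibition at least 60% with every replicate also reaching 60%; inconclusive = only one of the two criteria is met; inactive = mean below 60% and not all replicates reaching 60%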;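 note: luciferase light reporting Pax8 driven TPO promoter activity; plate controls were median of neutral control wells for no effect and mitoxantrone controls for full effect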
* hit, by the source's call; ? = inconclusive; nt = not tested or not shown; & = joins results of further samples.

The line under a structure holds: LGR2 inh, ARNT-TACC3 inh, CASP6 VEID inh, SIRT5 block, DENV2 CPE rescue, EWS-Fli inh, PAX8 inh HTS
Cn1cc(SCC(=O)NCc2ccc(F)cc2)c2ccccc21
  -7, -5, -2, -5, -4, -1, -7
COc1cc(C(=O)NC2CC2)cc(OC)c1OC
  0, nt, 1, nt, -4, -10, 13
NC(=O)CSc1nnnn1-c1cccc(Cl)c1
  8, -1, -1, -1, -5, 13, -1
C[C@H](CO)N1C[C@H](C)[C@H](CN(C)C(=O)Nc2cccc3ccccc23)OCCCC[C@H](C)Oc2ccc(NC(=O)Cc3ccccc3)cc2C1=O
  1, -1, 3, 3, 4, -2, 13
C[C@@H]1CN([C@H](C)CO)C(=O)Cc2cc(NC(=O)C3CC3)ccc2O[C@H]1CN(C)CC1CCCCC1
  17, -8, nt, nt, 13, -4, nt
COc1ccccc1NS(=O)(=O)c1cc(NC(=O)Nc2ccc(Cl)cc2Cl)ccc1N1CCCCC1
  6, -5, nt, nt, nt, nt, 59
CCc1ccc(C2=NN(C(C)=O)C(c3ccco3)C2)cc1 (stereo not given)
  -131, 2, -1, -3, nt, -87, -85
O=C(CNC(=O)c1ccc(S(=O)(=O)N2CCCC2)cc1)N/N=C/c1ccc(F)cc1
  21, nt, -1, 0, nt, 5, 2
CNC(=O)CSc1nnc(-c2ccc3c(c2)OCO3)n1C
  2, -2, -5, -8, 10, 0, 8
CC(C)(C)NC(=O)NC(=O)COC(=O)c1cccc(F)c1
  24, nt, 1, 1, 6, 12, -19
CCCCn1c(N)c(N(CCOC)C(=O)c2cc(-c3ccncc3)nc3ccccc23)c(=O)[nH]c1=O
  1, 0, 2, 2, 0, nt, 13
CCC(CO)Nc1ncc([N+](=O)[O-])cc1C#N (stereo not given)
  -2, 6, -1, -1, nt, 2, -6
CC1CCCCN1C(=O)c1cc(-c2ccc3c(c2)OCO3)on1 (stereo not given)
  -59, -18, 3, 1, 2, -52, -76
CC1(C)c2[nH]c3ccccc3c2C[C@@H]2C(=O)N(Cc3ccc(F)cc3)C(=O)N21
  6, -7, -1, nt, -15, 10, 9
Cc1nn(C)cc1S(=O)(=O)NC1CCCC1
  -17, -10, 3, 1, -2, 6, 4
CCOc1ccc(C(=O)OC2CCCN(C)C2)cc1 (stereo not given)
  2, -6, -1, -5, 13, -3, -44
CCc1nnc(NC(=O)CSc2ncc(-c3ccccc3)[nH]2)s1
  -11, nt, -2, 2, 3, -7, nt
COc1ccc(S(=O)(=O)NCCOc2cccc3cccnc23)cc1OC
  -1, -2, 5, 2, -2, -11, -14
CC(C)C/C(O)=C/c1nc2cc(Cl)ccc2oc1=O
  -8, 2, nt, nt, nt, nt, -1
CCc1cc(C(=O)O)c(NC(=O)/C=C/c2ccc(OC)cc2)s1
  -24, 0, 2, 2, 12, -93, -118
CCCNC(=O)[C@@H]1[C@@H](CO)[C@@H]2Cn3c(ccc(C4=CCCC4)c3=O)[C@H]1N2
  -14, -14, 1, -11, 11, 3, nt
CCn1cc([N+](=O)[O-])c(C(=O)N2N=C(c3ccc(O)c(OC)c3)CC2c2ccccc2O)n1 (stereo not given)
  5, 4, -3, -1, 4, 1, -22
COc1ccccc1NS(=O)(=O)c1ccc2c(c1)n(C)c(=O)n2C
  -4, -8, 4, 1, -8, 12, nt
COCC#Cc1ccc([C@@H]2[C@H]3CN(Cc4ccccc4F)CCCCN3[C@H]2CO)cc1
  1, -3, -2, -4, 47*, 7, 13
CCOC(=O)CCCn1ccc2cc(S(=O)(=O)N3CCCC3)ccc21
  -17, 4, 6, -6, 4, nt, 7
CCc1ccc(NC(=S)N(CCN2CCCCC2)Cc2ccco2)cc1
  2, -14, nt, nt, nt, nt, 3
Cc1cccc(C)c1NC(=O)CNC(=O)c1cnccn1
  -2, -10, 6, -3, 11, 3, 8
COc1ccc(C(=O)N2CCCC(Nc3ccc(C)c(C)c3)C2)c(OC)n1 (stereo not given)
  3, -3, 1, -1, 0, 2, nt
COc1ccc(C(=O)Nc2nc(OCC(F)(F)F)cnc2/C=C\c2ccccc2)c(OC)c1
  15, nt, -2, nt, -2, 4, 7
C[C@H](CO)N1C[C@H](C)[C@H](CN(C)Cc2ccc(C(F)(F)F)cc2)Oc2c(NC(=O)c3ccc(-c4nccs4)cc3)cccc2C1=O
  9, 10, 5, 16*, 3, 11, nt
O=C(NCC1CCCO1)C(c1cccs1)N(C(=O)c1ccc(-c2ccccc2)[nH]1)C1CCCC1 (stereo not given)
  -12, 5, nt, nt, nt, nt, -25
C[C@@H]1CN([C@@H](C)CO)C(=O)c2cc(NC(=O)Nc3cccc4ccccc34)ccc2O[C@@H]1CN(C)C(=O)Nc1ccccc1
  -14, -2, 0, -1, 8, 18, 18
Cc1noc(C)c1C(=O)OCC(=O)C12CC3CC(CC(C3)C1)C2
  -4, -1, 0, -5, nt, -6, -22
C/C(=N\O)c1ccc2c(c1)OCCO2
  -14, nt, -1, -2, 3, -2, -3
CN(Cc1ccccc1)C(=O)c1cccc(NC(=O)Cc2ccc(NC(=O)C3CCCN(C(=O)C4CCCCC4)C3)cc2)c1 (stereo not given)
  1, -1, -1, -3, -4, -18, 4
O=C(C[C@H]1C[C@H]2c3cc(NS(=O)(=O)c4ccc(F)cc4)ccc3O[C@H]2[C@H](CO)O1)NCc1ccncc1
  -3, -1, 2&-1, -3&8, 2&-3, -6&1, 4
O=C(c1ccc2c(c1)OCO2)N1C[C@@H]2[C@H](c3ccccc31)[C@@H](CO)N2Cc1ccccc1Cl
  6, -14, 1, 6, 10, 3, 27
CN1CCCCN2[C@H](CO)[C@H](c3ccc(C#CC4(O)CCCC4)cc3)[C@H]2C1
  5, 2, -2, -4, -1, 2, -24
O=C(c1cnccn1)N1CC(=O)N2[C@@H](CO)[C@H](c3ccc(-c4ccc(F)cc4)cc3)[C@@H]2C1
  1, nt, 0, 1, 0, nt, nt
CC(=O)c1cc(C(=O)N2CCc3c([nH]c4ccccc34)C2C2CCCCC2)[nH]n1 (stereo not given)
  -11, 2, -1, -5, -4, -14, 6
CC1CCCN(C(=O)c2cccc(S(=O)(=O)N3CCCc4ccccc43)c2)C1 (stereo not given)
  2, -1, -65, -3, 3, 12, 6
O=C(Cc1ccc(OCc2ccccc2)cc1)NCc1ccc2c(c1)OCO2
  31, nt, 1, -9, 1, -5, 1
CSc1nnc(CCNS(=O)(=O)c2ccc(Br)cc2)n1C
  1, -4, 0, -1, -3, 6, 13
COc1ccc(-c2c(C)c3ccc(O)cc3oc2=O)cc1OC
  -8, 0, -1, -29, 1, nt, -5
Cn1c(CCNC(=O)c2ccco2)nc2cc([N+](=O)[O-])ccc21
  4, -4, 2, 6, 7, nt, -6
CNS(=O)(=O)c1cn(CC(=O)N(C)Cc2ccccc2)cc1S(=O)(=O)NC
  7, -11, -1, 0, -4, 7, -7
C[C@H]1CCCCO[C@H](CN(C)C(=O)Nc2ccc(C(F)(F)F)cc2)[C@@H](C)CN([C@@H](C)CO)C(=O)c2cc(NS(=O)(=O)c3cn(C)cn3)ccc2O1
  -11, -14, -2, 4, 1, -24, 5
S=C(NCCCc1ccccc1)NCc1ccccc1
  -1, 1, 1, 4, ?, nt, -23
COCC(=O)NNS(=O)(=O)c1ccccc1[N+](=O)[O-]
  8, 0, nt, nt, nt, nt, 1
CCCCOc1ccc(C(=O)NCC(=O)NCC(c2ccc(OC)cc2)N2CCCC2)cc1 (stereo not given)
  -7, 4, -152, -5, 5, 5, -5
Cc1cc(NC(=O)c2ccc(Br)c([N+](=O)[O-])c2)no1
  -7, -10, 10, -4, -1, 15, -13
O=C(Cn1c(=O)oc2ccccc21)NCC1COc2ccccc2O1 (stereo not given)
  1, 1, 3, 0, 15, -10, 11
CC(=O)N1[C@@H](CO)[C@H](c2ccccc2)[C@@H]1CNC(=O)CN1CCOCC1
  9, -3, 7, -3, 7, -5, -6
COC(=O)[C@@H]1[C@H](CCc2ccccc2)NC(=O)N(Cc2ccccc2)[C@@H]1C
  -5, -3, 3, nt, 68*, 5, 14
N#CC(Sc1ccccn1)c1ccc(Cl)cc1 (stereo not given)
  16, -5, 0, nt, 2, -2, 6
Cc1cc(C)n(-c2ccc3nnc(C)n3n2)n1
  nt, 0, -1, -6, 2, 8, 17
CCCCCCCCCC[n+]1cccc(C(=O)N(CC)CC)c1
  -3, -2, -5, nt, -2, 10, 23
Cc1ccn2c(CNC(C)c3cn(C)nc3C)c(C(=O)N3CCCCCC3)nc2c1 (stereo not given)
  -10, -8, 3, 0, -9, -3, -4
CCC(C)(C)n1nnnc1C(c1ccc2ncccc2c1)N1CCN2CCCC2C1 (stereo not given)
  0, 5, 2, -5, 2, 1, nt
CN1OC[C@@H]2CN(C(=O)CCc3ccccc3)[C@H](c3cccc(Oc4ccccc4)c3)C[C@@H]21
  5, 0, 5, -3, ?, 12, 1

Later entries:
The line under a structure holds: LGR2 inh, ARNT-TACC3 inh, CASP6 VEID inh, SIRT5 block, DENV2 CPE rescue, EWS-Fli inh, PAX8 inh HTS
CCc1c(C)nc2c(-c3ccccc3)c(C)nn2c1Nc1ccc(NC(C)=O)cc1
  11, 1, 2, nt, -9, -1, 6
Cc1ccc2cc(COC(=O)c3cccc([N+](=O)[O-])c3)c(=O)[nH]c2c1
  8, -3, 1, -1, 5, 6, 22
CC(C)NC(=O)N1CCN(c2ccncc2S(=O)(=O)N2CCCCC2)CC1
  6, 1, 2, -2, 3, nt, -3
O=C(N/N=C/c1cccc(C(F)(F)F)c1)c1ccc(O)cc1
  19, 6, -1, -2, 3, -10, -21
CC(C)(C)S(=O)(=O)/C(C#N)=N/Nc1ccc(C#N)cc1
  0, -33, 1, 6, -3, 13, 5
O=C(Nc1ccccc1SC(=O)c1ccccc1)c1ccccc1
  -91, nt, -2, -7, 0, -29, -68
Cc1ccc(-c2nn(CCC(=O)NC(C)C)c(=O)c3ccccc23)cc1
  7, 3, 4, -3, -5, 14, 15
Cc1c(C(=O)NC(=S)Nc2ccc(NC(=O)c3cccs3)cc2)oc2ccccc12
  2, -19, 1, -7, nt, -34, 25
C[C@H](CO)N1C[C@H](C)[C@@H](CN(C)C(=O)Cc2ccncc2)Oc2cc(C3=CCCCC3)ccc2S1(=O)=O
  7, -2, -3, 2, -1, 12, 26
C[C@@H]1CN([C@H](C)CO)S(=O)(=O)c2ccc(-c3ccc(F)cc3)cc2O[C@@H]1CN(C)C(=O)C1CCCCC1
  11, -3, 1, 10, 1, 0, nt

Grouped by structure: those above containing an aryl methoxy group.
The line under a structure holds: LGR2 inh, ARNT-TACC3 inh, CASP6 VEID inh, SIRT5 block, DENV2 CPE rescue, EWS-Fli inh, PAX8 inh HTS
COc1cc(C(=O)NC2CC2)cc(OC)c1OC
  0, nt, 1, nt, -4, -10, 13
COc1ccccc1NS(=O)(=O)c1cc(NC(=O)Nc2ccc(Cl)cc2Cl)ccc1N1CCCCC1
  6, -5, nt, nt, nt, nt, 59
COc1ccc(S(=O)(=O)NCCOc2cccc3cccnc23)cc1OC
  -1, -2, 5, 2, -2, -11, -14
CCc1cc(C(=O)O)c(NC(=O)/C=C/c2ccc(OC)cc2)s1
  -24, 0, 2, 2, 12, -93, -118
CCn1cc([N+](=O)[O-])c(C(=O)N2N=C(c3ccc(O)c(OC)c3)CC2c2ccccc2O)n1 (stereo not given)
  5, 4, -3, -1, 4, 1, -22
COc1ccccc1NS(=O)(=O)c1ccc2c(c1)n(C)c(=O)n2C
  -4, -8, 4, 1, -8, 12, nt
COc1ccc(C(=O)N2CCCC(Nc3ccc(C)c(C)c3)C2)c(OC)n1 (stereo not given)
  3, -3, 1, -1, 0, 2, nt
COc1ccc(C(=O)Nc2nc(OCC(F)(F)F)cnc2/C=C\c2ccccc2)c(OC)c1
  15, nt, -2, nt, -2, 4, 7
COc1ccc(-c2c(C)c3ccc(O)cc3oc2=O)cc1OC
  -8, 0, -1, -29, 1, nt, -5
CCCCOc1ccc(C(=O)NCC(=O)NCC(c2ccc(OC)cc2)N2CCCC2)cc1 (stereo not given)
  -7, 4, -152, -5, 5, 5, -5
